Compound activity deposited in PubChem by several laboratories.
MMP13 inh: human MMP13 inhibitors, primary screen, biochemical, FRET peptide cleavage; AID 570, 2006; inhibition, % at 4 µM; MMP-13 fTHP FRET cleavage, Mca fluorescence; hit rate 0.07% among 65,000;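 active means inhibition above the mean of compound-free control plate wells plus 3 SD, cut at about 14% in these data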;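 further: 0% = DMSO wells and 100% = wells with reference MMP-13 inhibitor after basal subtraction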
NADH coupling: inhibitors of PK/LDH coupling enzymes, profiling panel, artefact control, biochemical, MLSMR library; coupled PK/LDH NADH assays, four targets; IC50, µM (highest dose often 10 µM), for the others: at the top dose inhibition; hit rate 0.02% among 65,000; AID 774, 2007;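 active means single-dose screening hits from any of four coupled enzyme assays that gave an IC50 when retested across doses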;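 further: the DPM-DC format reads NADH fluorescence rather than 340 nm absorbance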
HTR1A agonist: human 5-HT1a receptor agonists, primary screen, cell-based, CHO, Ga15 NFAT-bla reporter; 5-hydroxytryptamine receptor 1A (Homo sapiens), P08908; CHO 5-HT1a Ga15 NFAT-bla reporter, FRET ratio; 0% basal, 100% maximal reference agonist; activation, % at 10 µM; hit rate 0.56% among 65,000;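 active means activation above the screen-wide mean activation plus 3 SD, cut at about 19% in these data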;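 further: 0% = DMSO wells and 100% = 5-CT at EC100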
TNAP act DEA: human TNAP enzyme activators, primary screen, biochemical, luminescent, intermediate phosphate acceptor level; Alkaline phosphatase, tissue-nonspecific isozyme (Homo sapiens), P05186; purified TNAP, CDP-star luminescence, 100 mM DEA, 30 min; hits give high values; scale: 0 levamisole-inhibited, 1 vehicle-only enzyme; activation factor at 20 µM; 64,000 tested, under 10 active;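 active means activation factor of at least 2 at 20 µM, relative to controls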
Target sequence (P05186 whole entry, looked up): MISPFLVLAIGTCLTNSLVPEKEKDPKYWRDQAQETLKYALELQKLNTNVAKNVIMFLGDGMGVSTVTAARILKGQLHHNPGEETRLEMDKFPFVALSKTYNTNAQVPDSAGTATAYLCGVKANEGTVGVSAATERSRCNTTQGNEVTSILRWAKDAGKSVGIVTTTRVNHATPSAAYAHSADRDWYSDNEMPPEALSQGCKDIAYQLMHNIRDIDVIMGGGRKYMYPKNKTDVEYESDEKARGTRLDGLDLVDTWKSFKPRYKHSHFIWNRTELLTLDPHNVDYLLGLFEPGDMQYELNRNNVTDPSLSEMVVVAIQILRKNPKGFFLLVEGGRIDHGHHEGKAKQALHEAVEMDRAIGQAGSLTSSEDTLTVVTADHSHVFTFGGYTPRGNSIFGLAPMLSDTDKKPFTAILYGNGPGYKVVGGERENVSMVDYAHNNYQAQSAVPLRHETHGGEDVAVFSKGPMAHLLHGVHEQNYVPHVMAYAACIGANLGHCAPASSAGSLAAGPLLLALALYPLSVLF
RORa activator: activators of orphan receptor RORA, primary screen, cell-based, luminescence. activation, % at 10 µM. AID 560, 2006. Nuclear receptor ROR-alpha (Homo sapiens), P35398. hit rate 1.5% among 65,000. CHO-K1 Gal4-RORA LBD luciferase reporter; percent increase over mock-subtracted basal signal;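 active means activation above the mean of all tested compounds plus 3 SD, cut at about 49% in these data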;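 further: 0% = DMSO-treated RORA cells and 100% = added signal equal to DMSO minus mock-transfected cells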
SF-1 act: activators of human SF-1, primary screen, cell-based, CHO-K1, Gal4-SF-1 LBD, luciferase luminescence; hit rate 1.9% among 65,000; Steroidogenic factor 1 (Homo sapiens), Q13285; activation, % at 10 µM; CHO-K1 Gal4-SF-1 LBD luciferase reporter; % increase over DMSO SF-1-specific signal; AID 522, 2006;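 active means activation above the mean activation of all tested compounds plus 3 SD, cut at about 50% in these data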
Target sequence (Q13285 whole entry, looked up, the tested form may be a part): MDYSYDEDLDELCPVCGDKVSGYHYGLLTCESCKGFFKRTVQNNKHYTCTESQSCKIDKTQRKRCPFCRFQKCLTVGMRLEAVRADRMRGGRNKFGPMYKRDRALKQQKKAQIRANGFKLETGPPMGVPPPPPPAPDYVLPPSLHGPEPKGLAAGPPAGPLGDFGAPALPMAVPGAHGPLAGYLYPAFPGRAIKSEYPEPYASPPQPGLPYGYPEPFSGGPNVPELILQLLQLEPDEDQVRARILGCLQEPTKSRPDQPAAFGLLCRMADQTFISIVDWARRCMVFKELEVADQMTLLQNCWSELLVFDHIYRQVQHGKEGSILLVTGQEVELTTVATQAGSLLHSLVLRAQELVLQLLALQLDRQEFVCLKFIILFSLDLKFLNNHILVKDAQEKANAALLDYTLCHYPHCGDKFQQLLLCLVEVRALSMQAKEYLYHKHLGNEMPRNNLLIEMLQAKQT
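Test system: CHO-K1 cells co-transfected with Gal4 DBD–human SF-1 LBD, 5xGal4 luciferase reporter. Quantity: 4,000 cells per well. Compound: 10 µM only. Incubation: compound added 1 h post-seeding, 20 h exposure at 37 °C, 5% CO2. Detection: SteadyLite luciferase luminescence. Replication: one test per compound.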
5-HT1A blocker: human 5-HT1a receptor antagonists, primary screen, cell-based, CHO, Ga15 NFAT-bla reporter. hit rate 0.68% among 62,000. 5-hydroxytryptamine receptor 1A (Homo sapiens), P08908. CHO 5-HT1a Ga15 NFAT-bla reporter, antagonist mode. inhibition, % at 10 µM;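 active means inhibition above the mean of all tested compounds plus 3 SD, cut at about 43% in these data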;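 further: receptor stimulated by 5-CT agonist at 100 nM near EC80; beta-lactamase reporter measured by ratiometric fluorescence of a cleavable substrate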
Fluor 339 460: intrinsic fluorescence of library compounds, ex339/em460 – biochemical, MLSMR library, data from DPM-DC assay, artefact control, profiling panel; hit rate 5.5% among 65,000; compound autofluorescence, ex339/em460 nm, NADH buffer; hits give high values; 1 = no-compound wells, NADH background; fluorescence fold increase at 10 µM;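 active means at 10 µM, mean starting fluorescence two-fold or more over control wells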;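 further: signal is the first read of a kinetic run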
A340 absorber: compound light absorbance at 340 nm, profiling panel, artefact control, biochemical, MLSMR library, data from PS, PMK, MK assays. compound absorbance at 340 nm, fold over control. fold change at 10 µM. 65,000 tested, under 10 active. AID 708, 2007;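 active means at 10 µM dose, initial 340 nm absorbance at least 2 fold that of control wells; inactive means change under 2 fold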;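 further: initial absorbance extrapolated from kinetic A340 decline of NADH oxidation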
Active calls of the source: *; x = not tested or not shown; [ ] = remark or other dose.

Molecule,MMP13 inh,NADH coupling,HTR1A agonist,TNAP act DEA,RORa activator,SF-1 act,5-HT1A blocker,Fluor 339 460,A340 absorber
CC12CN3CC(=O)N4CC5(C)CN(CC(C)(C4)C5=O)C(=O)CN(C1)CC(C)(C3)C2=O,-2,5%,-4.7,1,-9,-7,x,1,1
Cn1nc(C(=O)NCc2ccc(F)cc2)c2ccccc2c1=O,3,3%,-0.1,0.9,-17,-1,0,1.1,1.2
CCN1CCCC1CNC(=O)Cn1cnc2sc(C)c(S(=O)(=O)N3CCC(C)CC3)c2c1=O (configuration not stated),3,9%,-0.2,0.9,5,-10,5,1.1,1.1
Cc1sc2ncnc(NCc3ccco3)c2c1C,0,5%,-1.5,0.9,-15,-38,12,1.1,1
C/C(=C\C(=O)c1ccncc1)Nc1ccccc1O,2,5%,0.9,0.8,10,4,-10,1.1,1.1
CC1CCCN(CCCNC(=O)c2coc3nc4ccccc4nc23)C1 (configuration not stated),-285[fluorescence artefact?],13%[fluoresces],-1.5,1.1,-4,38,-5,4.9*,1.1
C=CCNC(=O)C1CC(=O)N(c2ccc(C)cc2)C1 (configuration not stated),0,10%,-3.4,1,0,0,1,1,1
Cc1cc(C)c2c(n1)nn1c(N3CCN(Cc4ccccc4)CC3)cc(C)nc21,-124[fluorescence artefact?],8%[fluoresces],-0.3,1,42,-7,-12,3.9*,1
O=C(O)C1CC(=O)N(Cc2cccnc2)C1 (configuration not stated),2,6%,-0.5,1,-17,3,-16,1.1,1
O=C(Cn1cnc2c(oc3ccccc32)c1=O)c1ccccc1,-1,7%,-4.4,1,93*,61*,-4,1.1,1
CC1(C)CC2(CCO1)OC(=O)CC2C(=O)NCc1ccccc1 (configuration not stated),1,6%,-0.1,1,14,6,-3,1.1,0.94
COCCNC(=O)c1cc2c(-c3ccccc3F)nn(C)c2s1,-66,7%,-2.1,0.9,-16,14,6,2*,0.98
CC1(C)CC(=O)c2cnc(NC(=O)Cc3ccc(Cl)cc3)nc2C1,3,3%,-1.0,0.8,26,-14,-11,1,0.99
CSc1cnn(-c2ccccc2)c(=O)c1SC,1,3%,1.3,0.9,-20,13,2,1,1.1
O=C(CN1C2CCCC1CC(NC(=O)c1ccco1)C2)Nc1ccccc1C(F)(F)F (configuration not stated),1,7%,0.0,0.9,4,4,3,1.1,0.98
Cc1nnc(SCC(=O)N(C(C)C)C(C)C)nc1C,2,3%,-3.7,0.9,-9,-3,2,1,1
COc1ccccc1-c1cc(C(=O)Nc2ccccc2SC)no1,-14,15%,-3.3,0.9,-2,23,-1,2.8*,1
COc1ccc(S(=O)(=O)n2nc(OC(=O)c3ccccc3Br)cc2N)cc1,1,0%,-3.1,0.9,-5,-12,18,1.1,1
Nc1cc(S(=O)(=O)C(F)(F)F)ccc1C(=O)O,2,0%,-0.2,1,8,12,6,1.2,1
CC1CCCCC1N=CC1=C(O)CC(C)(C)CC1=O (configuration not stated),-1,2%,-0.1,0.9,1,0,-13,1.1,1
CC(=O)Nc1ccc(S(=O)(=O)NC(CC(=O)NCCC2=CCCCC2)C(C)C)cc1 (configuration not stated),0,4%,-0.4,1,12,15,-5,1.1,1
O=C(O)CCCC(=O)Nc1ccc(N2CCCC2)cc1,-4,9%,-0.3,0.9,-7,-2,-2,1,0.97
COc1ccc(CCNC(=O)COc2nsnc2N2CCOCC2)cc1OC,4,4%,-4.0,1,3,4,0,1.2,0.98
Cc1noc(C)c1CSc1nnc(-c2cccnc2)n1C1CCCCC1C (configuration not stated),3,5%,1.0,0.9,-15,14,2,1.1,1
COC(=O)Cn1c(C)nc(=O)c(-c2ccccc2)c1C,-2,4%,-4.9,0.9,-1,8,-6,1,1
CCOC(=O)c1[nH]c(C)c(C(=O)NCc2ccccn2)c1C,2,1%,-1.6,0.9,-15,-8,0,1,1
O=C1CCC(C(=O)NCCCn2ccnc2)N1 (configuration not stated),4,2%,-2.6,0.9,-6,-1,0,1.1,1
OCCN(CC(O)Cn1ccc2ccccc21)CC(O)Cn1ccc2ccccc21 (configuration not stated),6,4%,-1.9,1,4,7,12,1.2,0.99
Cc1ccc(Cn2c(Sc3ncccn3)nc3c2c(=O)[nH]c(=O)n3C)cc1,0,3%,1.0,0.9,-23,2,-18,1.1,1
CCC(Sc1nc2ccccc2c(=O)n1CCN1CCOCC1)C(=O)NCc1cccnc1 (configuration not stated),1,3%,0.0,0.9,-15,-5,-2,1.1,1
O=c1/c(=C\c2ccc3c(c2)OCO3)sc2n1CCCN=2,-3,7%,-0.8,1.1,55*,49,16,1.1,1.2
C=CCNc1oc(Cc2cccc3ccccc23)nc1C#N,-2,6%,-1.8,0.9,-7,-12,-2,1,1.1
CC(C)N1C(=O)C2C(c3ccccc3O)NC(C)(C(=O)O)C2C1=O (configuration not stated),4,7%,3.7,1,-20,-17,-12,1.1,0.99
Cc1ccc(-n2c(SCC(=O)NCc3ccco3)nnc2-c2cccnc2)c(C)c1,4,17%,2.2,1,24,-11,-4,1.3,1
c1ccc2oc(SCc3nc4ccccc4s3)nc2c1,4,4%,-2.2,0.9,6,36,9,1.1,1
CCn1c(SCc2nc3ccccc3s2)nnc1-c1cccs1,0,4%,-3.6,0.9,33,49,8,1.1,1
CCOC(=O)c1ccccc1NC(=O)c1cc2sccc2n1C,-29,4%,-1.3,0.9,12,-6,19,2.6*,1
CC(=O)OCc1cc2cc(C)ccc2[nH]c1=O,-3,9%,1.4,1,-11,2,9,1.4,1
Cc1cc(NC(=O)c2ocnc2C)no1,7,9%,-0.6,1,16,-7,0,1.1,0.97
Cn1c(-c2ccccc2)cc2c3no[n+]([O-])c3ccc21,3,7%,2.4,1,-66,-73,44*,1.1,1.1
N#Cc1c(-c2ccco2)cc(-c2ccccn2)nc1N,-195[fluorescence artefact?],5%[fluoresces],1.9,0.9,-10,-2,3,3.7*,1.1
Cc1ccc(S(=O)(=O)c2nc(-c3cccs3)oc2SCC(N)=O)cc1,-3,2%,0.1,0.9,9,3,-11,1.2,1.1
Cc1cc(O)c(NC(=O)c2ccc(Br)o2)cc1C,-9,11%,-1.1,0.8,5,21,28,1,1
Cc1ccc2c(c1)nnn2C1CCN(CC(=O)NCCc2nc3ccccc3[nH]2)CC1,-1,5%,-2.6,1,-14,-1,-18,1.1,0.96
Cc1ccc(C)c2[nH]c(=O)c(CN(Cc3nnnn3C3CCCCC3)CC3CCCO3)cc12 (configuration not stated),-4,7%,-1.1,0.9,-3,-33,-26,1.2,1.1
O=C(Nc1ccccc1C(F)(F)F)c1cc(-c2ccccc2O)on1,0,5%,-1.0,0.9,27,27,-4,1.1,1
CC1CCCC(C)N1C(=O)CSc1nnc(NC(=O)Cc2cccs2)s1 (configuration not stated),-1,7%,0.4,0.9,14,-2,-24,1.1,1
COc1cc(C(=O)Nc2ccc(-n3cnnn3)c(C)c2)cc(OC)c1OC,-12,3%,-1.4,1,-13,1,2,1.1,1
O=C(CC(SCCO)c1ccc2c(c1)OCO2)c1cccs1 (configuration not stated),0,9%,-2.2,0.8,23,47,1,1.1,1
CCOC(=O)c1cccc(N2C(=O)C3C(C(=O)NC4CC4)C4(C)C=CC3(O4)C2C(=O)NC(C)(C)C)c1 (configuration not stated),2,5%,-1.9,1,16,-8,-9,1.1,1
CCc1ccccc1NC(=O)CCc1nc(-c2ccc(C)cc2)no1,4,12%,-4.7,0.9,1,2,9,1,0.98
COc1ccccc1OCCCn1c(=O)oc2ccccc21,1,4%,1.4,0.8,-1,5,2,1,0.98
C=CCc1cccc2cc(C(=O)N3CCN(C(=O)c4ccco4)CC3)c(=O)oc12,-5,6%,2.7,0.9,-8,1,-3,1.4,1.1
COc1ccccc1NC(=O)C1C2C=CC3(CN(Cc4cccnc4)C(=O)C13)O2 (configuration not stated),-1,2%,-2.4,0.9,-5,-13,-1,1.1,1
O=C(O)c1n[nH]c2ccccc12,6,3%,-0.9,0.9,-4,-6,3,1.1,1.1
COc1cccc(C2CC(C(F)(F)F)n3nc(C(=O)NCc4cccnc4)cc3N2)c1 (configuration not stated),-7,2%,-0.7,0.9,-8,-8,-17,1,1
O=C1C2C(C(=O)N1c1ccc3c(c1)OCO3)C1C=CC2C12CC2 (configuration not stated),x,1%,x,0.9,x,x,x,1.1,1.1
COc1ccc(C2NC(=O)NC(C)=C2C(=O)Nc2cccc(C)c2C)cc1 (configuration not stated),2,5%,-1.4,0.9,-5,-21,7,1.1,1
CCOc1ccc(N2C(=O)CC(N3CCN(c4ccccc4F)CC3)C2=O)cc1 (configuration not stated),-2,6%,-0.2,0.8,-18,-6,-5,1.1,1
CCN(CC)C(=O)CSC(=Nc1ccccc1F)NC#N,2,4%,-4.3,0.9,30,8,3,1.1,1

The results go on:
Molecule,MMP13 inh,NADH coupling,HTR1A agonist,TNAP act DEA,RORa activator,SF-1 act,5-HT1A blocker,Fluor 339 460,A340 absorber
CC(NC(=O)c1cccnc1)c1ccc2c(c1)OCO2 (configuration not stated),4,4%,0.0,0.8,11,-6,-1,1.1,1
CSc1nc(C)c(Oc2ccccc2)c(=O)n1C,2,2%,0.9,1,19,26,-4,1.1,1.1
CCCn1nc(C(=O)OCC(=O)c2ccc3c(c2)NC(=O)CO3)c2ccccc2c1=O,2,4%,-3.4,0.9,-18,0,-1,1.1,1
Cc1ccc(C(=O)NCc2ccco2)cc1S(=O)(=O)N1CCCCC1,-1,6%,-1.1,0.9,10,-8,18,1.1,1.1
CCCCCn1c(-c2ccco2)nc2nc3ccccc3nc21,-170[fluorescence artefact?],0%[fluoresces],3.0,0.8,-5,11,-4,3.9*,1.1

Shown as labelled records: entries from further up
> CCCn1nc(C(=O)OCC(=O)c2ccc3c(c2)NC(=O)CO3)c2ccccc2c1=O
  MMP13 inh: 2 | NADH coupling: 4% | HTR1A agonist: -3.4 | TNAP act DEA: 0.9 | RORa activator: -18 | SF-1 act: 0 | 5-HT1A blocker: -1 | Fluor 339 460: 1.1 | A340 absorber: 1

> Cc1ccc(C(=O)NCc2ccco2)cc1S(=O)(=O)N1CCCCC1
  MMP13 inh: -1 | NADH coupling: 6% | HTR1A agonist: -1.1 | TNAP act DEA: 0.9 | RORa activator: 10 | SF-1 act: -8 | 5-HT1A blocker: 18 | Fluor 339 460: 1.1 | A340 absorber: 1.1
